Bioassay records deposited in PubChem BioAssay by several laboratories.
Phagocyt inh: inhibitors of macrophage phagocytosis; J774A.1 macrophage IgG-bead phagocytosis, imaging; inhibition, % at 5 µM; actives 0.07% (n = 110,000); AID 1029;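 active = inhibition above the mean of the plate negative controls plus 5 SD, cut at about 13% in these data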;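 also: phagocytic index as fraction of beads internalized from green versus red external bead signal; plate controls were DMSO negative control for no effect and cytochalasin-D positive control for full effect; some results beyond the cut were filed as inactive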
Measles CPE: protection of cells from measles virus; Measles virus-infected cells, CPE protection, absorbance; protection (pct of control), % at 4 µM; actives 1.5% (n = 140,000); AID 841; in the data active = protection mostly above about 24%, no sharp cut-off; inactive = mostly below about 26%; also: some compounds called inactive have numbers as strong as hits
MRP1 act: activates MRP-1. H69AR cells + doxorubicin, viability rescue, CellTiter-Glo. viability increase, % at 10 µM. actives 0.61% (n = 140,000). AID 799;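 active = viability gain under doxorubicin at or above a set limit, the compound median plus 3 SD, cut at about 4.7% in these data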;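 also: MRP-1 overexpressing cells given doxorubicin 25 µM after compound pretreatment; 18-22 h compound pretreatment then 72 h with doxorubicin before readout; 0% = doxorubicin-only wells and 100% = vehicle-treated cells without doxorubicin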
bCat KO growth: beta-catenin-lacking colon tumor cell growth suppression | HCT116 beta-catenin knockout viability, CellTiter-Glo, 60 h; stronger effect = lower value | viability, % at 10 µM | actives 1.5% (n = 140,000) | AID 818;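 active = viability at or under a set limit, the compound median less 4 SD, cut at about 6% in these data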;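 also: 0% = Hyamine 1622 control at 20 µM and 100% = untreated cell control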
GALR2 antag: antagonists of human galanin receptor 2 (GALR2) | GALR2-expressing cells, antagonist mode | inhibition, % at 4 µM | actives 0.39% (n = 140,000) | AID 828; in the data active = inhibition above about 27%;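 also: cells stimulated with galanin 1-16 at roughly its EC80; 0% = agonist challenge control and 100% = basal control without agonist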
Target sequence (O43603 whole entry, looked up): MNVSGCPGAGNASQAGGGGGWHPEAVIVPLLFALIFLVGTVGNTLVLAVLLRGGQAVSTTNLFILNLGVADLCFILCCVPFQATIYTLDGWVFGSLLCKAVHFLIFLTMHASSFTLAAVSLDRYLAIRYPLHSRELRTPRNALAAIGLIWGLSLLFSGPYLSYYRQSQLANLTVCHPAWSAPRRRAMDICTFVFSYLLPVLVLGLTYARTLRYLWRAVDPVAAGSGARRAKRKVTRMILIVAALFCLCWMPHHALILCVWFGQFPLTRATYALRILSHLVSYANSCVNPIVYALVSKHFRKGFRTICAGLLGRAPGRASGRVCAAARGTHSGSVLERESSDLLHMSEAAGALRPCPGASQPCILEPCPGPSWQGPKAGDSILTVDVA
NPY-Y2 antag: antagonists of human neuropeptide Y receptor Y2; NPY-Y2 expressing cells, antagonist mode; inhibition, % at 2.7 µM; actives 0.99% (n = 140,000); in the data active = inhibition above about 17%;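 also: 0% = vehicle with agonist challenge and 100% = reference antagonist with challenge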
Target sequence (P49146 whole entry, looked up): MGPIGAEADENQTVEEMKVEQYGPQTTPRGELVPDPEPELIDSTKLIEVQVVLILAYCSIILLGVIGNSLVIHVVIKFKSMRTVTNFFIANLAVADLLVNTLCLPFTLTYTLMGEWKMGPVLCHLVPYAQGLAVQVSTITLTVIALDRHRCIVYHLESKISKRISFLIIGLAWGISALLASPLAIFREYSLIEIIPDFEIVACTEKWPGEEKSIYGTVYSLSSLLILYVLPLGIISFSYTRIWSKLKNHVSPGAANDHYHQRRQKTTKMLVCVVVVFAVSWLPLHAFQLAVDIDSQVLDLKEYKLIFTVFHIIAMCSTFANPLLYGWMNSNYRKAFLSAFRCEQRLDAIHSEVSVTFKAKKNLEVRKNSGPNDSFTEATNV
E-sel TNF inh: blocks E-selectin expression induced by TNF alpha. HUVEC TNFa-induced E-selectin immunofluorescence, high content. inhibition, % at 2 µM. actives 0.71% (n = 120,000);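 active = inhibition above the batch mean plus 3 SD, and confirmed as a hit on visual image review, cut at about 43% in these data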;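 also: 0% = TNF-stimulated DMSO wells and 100% = unstimulated control wells; not every result past the cut was called active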
Yeast growth inh: chemicals that inhibit yeast BB579 growth in restrictive medium (lifespan-shortening candidates) | S. cerevisiae BB579 growth, OD615, 48 h | inhibition, % at 10 µM | actives 0.51% (n = 140,000);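 active = inhibition above a set limit, 3 SD over the mean compound inhibition, cut at about 44% in these data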; also: inactives centre near -24
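Assay system – yeast BB579 (DeaD) · Dosing – single compound dose of 10 µM, 0.25% DMSO final · Detection – OD615 turbidity measurement · Buffer or medium – CSMM-D restrictive synthetic medium containing dextrose (glucose) · Benchmarks – positive control amphotericin B 10 µg/mL · Incubation – 48 h exposure, 30 °C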
Yeast lifespan up: extends the lifespan of yeast; S. cerevisiae growth with nicotinamide, OD615; deaD strain in restrictive glucose medium; inhibition of the nicotinamide effect, % at 10 µM; actives 0.68% (n = 130,000); AID 775;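 active = inhibition above a set limit, placed 3 SD over the median of all compounds, cut at about 26% in these data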;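 also: 0% = nicotinamide-treated wells and 100% = cells grown without nicotinamide; some compounds called inactive have numbers as strong as hits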
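assay system = DeaD-strain S. cerevisiae | buffer or medium = restrictive glucose medium | reagent = 1.5 mM nicotinamide | compound = 10 µM single point, 0.25% DMSO | incubation = 48 h compound exposure at 30 °C, humidified | signal = OD615 measurement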
PTEN del growth: growth suppressors of cells with PTEN tumor suppressor deletion. HCT116 PTEN-null viability, CellTiter-Glo, 60 h; stronger effect = lower value. actives 1.2% (n = 140,000). viability, % at 10 µM;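 active = viability at or below a set limit, 4 SD under the median of all tested compounds, cut at about 3.7% in these data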;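 also: PTEN knockout HCT116 line with beta catenin targeted HCT116 as companion control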
* hit, by the source's call; x = not tested or not shown; & = joins results of further samples. Rows were taken by chance; about 6.3% have a hit in one of these screens.

SMILES	Phagocyt inh	Measles CPE	MRP1 act	bCat KO growth	GALR2 antag	NPY-Y2 antag	E-sel TNF inh	Yeast growth inh	Yeast lifespan up	PTEN del growth
Cc1c(CCC(=O)O)c(=O)n2c([nH]c3ccccc32)c1C#N	0	3	1.7	96	-7	5	x	-9	-7	96
Cc1cccc(C)c1NC(=O)CCCSc1nnc(-c2ccc(Cl)cc2)n1-c1ccccc1	-5	5	-3.5	31	-21	18*	x	-28	2	40
CCCCCOc1ccc(N2C(=O)C3C4C=CC(C3C2=O)N(C)C4=O)cc1 (stereo not given)	x	18	-1.2	89	-5	5	21	-1	x	96
O=C(CSc1nc2ccccc2o1)N1c2ccccc2Sc2ccccc21	-3	7	-2.7	78	3	0	17	-7	5	84
COc1cc(NS(=O)(=O)c2ccc(F)cc2)c(C(=O)O)cc1OC	-2	7	-0.2	94	6	3	16	-16	-2	97
Cc1cc(NS(=O)(=O)c2ccc(CC(C)C)cc2)no1	-2	9	-1.2	92	-10	5	-6	-39	50*	90
O=C1N=C(N2CCCCC2)SC1=C1CCCC1	0	11	-0.9	102	3	-3	1	-65	-8	113
FC(F)(F)c1cccc(N2CCN(C(=S)NC3CCCCC3)CC2)c1	-2	4	0.9	79	-11	-1	18	5	0	68
Cc1cccc(-c2cc3nc(-c4ccccc4)cc(N4CCC5(CC4)OCCO5)n3n2)c1	x	1	-0.1	59	1	6	7	-24	x	58
Cc1ccc(S(=O)(=O)N2CCOCC2)cc1NC(=O)CSc1nccn1C	-3	22	-1.1	91	-9	0	7	-23	0	101
O=C(OCC(=O)N1CCN(C(=O)c2ccco2)CC1)c1sc2cc(F)ccc2c1Cl	0	2	-0.6	96	-6	4	-3	-38	-10	103
Cc1ccc(S(=O)(=O)Cc2c(C)noc2C)cc1	0	21	1.1	85	-4	0	5	-52	-7	104
CN1N=C(C(=O)N2CCN(c3ccc([N+](=O)[O-])cc3)CC2)CCC1=O	-5	7	-3.0	93	-1	3	-15	-17	0	94
COc1ccc(CCNC(=O)c2sc3ccccc3c2Cl)cc1OC	-8	6	2.4	90	3	26*	27	-29	0	88
CC(C)c1ccc(S(=O)(=O)c2n[nH]n3c2nc(=O)c2ccccc23)cc1	x	19	-0.1	97	11	13	16	-42	-5	97
CCOC(=O)c1cc2c(=O)n3cccc(C)c3nc2n(CCCOC)c1=NC(=O)c1cccnc1	x	1	-2.7	67	-6	-1	x	-34	-7	70
O=S(=O)(Nc1nccs1)c1cnc(Cl)c(Br)c1	x	1	-3.6	99	9	0	2	2	-1	95
COc1ccc(C(=O)Nc2cc([N+](=O)[O-])ccc2N2CCN(C)CC2)cc1	0	1	-3.8	63	-6	-2	-56	-11	-7	63
O=C(NCCCN1CCCC1)c1ccc(CSCc2cccc(Cl)c2)o1	0	24	-4.5	78	-9	4	-6	-9	-8	87
COc1cc(/C=N/NC(=O)C23CC4CC(CC(C4)C2)C3)cc(Br)c1O	x	4	14*	98	2	-1	x	-44	9	104
CCCCCCc1ccc(OCC(=O)O)cc1OCC(=O)O	0	5	-0.5	101	-7	2	x	-45	-3	103
COc1ccc(S(=O)(=O)N(C)CC(=O)Nc2ccc3c(c2)OCO3)cc1OC	1	9	-2.8	91	1	4	-18	4	-9	93
O=[N+]([O-])c1cn(Cc2ccc(Cl)cc2)cn1	-2	15	-1.5	96	-2	2	-35	16	-5	95
O=C(NCCN1CCCCC1)/C(=N\O)c1ccccc1	-4	4	-0.7	99	1	0	x	-9	-5	109
Cc1ccc(S(=O)(=O)N/N=C/c2cnn(C)c2C)cc1	0	4	-1.0	99	8	3	-57	-22	-4	98
COc1ccc(CCNC(=O)c2nn(C)cc2Cl)cc1	-1	5	1.2	98	-3	3	-3	-6	-4	89
O=C(CSc1nnc(-c2cccnc2)n1Cc1ccco1)c1ccc(Cl)cc1	0	12	-0.9	85	-1	3	-34	-42	-6	91
CCOC(=O)NC(=O)/C(C#N)=N/Nc1c(F)cccc1F	3	12	0.6	101	-5	4	x	-46	9	106
C/C(N)=C(/C#N)C(=O)CSc1nnc(Nc2ccccc2C)s1	1	12	-0.1	109	2	3	-9	-32	-5	99
O=C(c1ccco1)N1CCN(C(=O)C(Sc2ccccc2)c2ccccc2)CC1 (stereo not given)	2	11	-1.6	90	1	1	-12	-30	-11	85
CSc1nc(Cl)c(Cc2ccc(OC(C)C)cc2)c(N(C)C)n1	-12	12	-4.2	54	-7	30*	27	-11	8	56
Cc1nn(-c2ccccc2)c(N)c1C(O)(C(F)(F)F)C(F)(F)F	-5	6	-1.9	94	0	-1	x	-26	-1	89
Cc1cnc(C(=O)Nc2ccc(N3CCOCC3)cc2)cn1	x	18	-0.4	102	-4	1	-3	-49	-8	112
Cc1nn(Cc2ccccc2)c(N)c1C#N	0	7	-0.5	96	-7	2	2	-51	-1	108
COc1cc(NC(=S)NCc2cccnc2)cc(OC)c1	-1	14	-1.4	88	-1	1	-27	3	3	91
COc1ccc(NC(=O)C2CCC(CNc3c(N4CCC(C)CC4)c(=O)c3=O)CC2)cc1OC (stereo not given)	0	29	1.5	95	13	-1	-10	-34	-10	97
CCc1ccc(N2CC34C=CC(O3)C(C(=O)OC)C4C2=O)cc1 (stereo not given)	0	19	-0.2	94	-7	0	x	-7	-4	101
O=C(NCC1CCCO1)Nc1ccc(Cl)cc1 (stereo not given)	-1	10	-0.2	89	-11	0	10	-7	-17	96
Fc1ccc2nc(N3CCCCC3)sc2c1	0	24	2.6	97	-9	2	-28	11	x	101
CC(C)NC(=O)NC(=O)COc1ncnc2sccc12	0	4	-1.0	97	14	-1	-55	-10	-6	96
CCCCC(=O)Nc1ccc(C(=O)NCCCn2ccnc2)cc1	-1	5	-5.4	105	-15	6	-10	19	-16	107
COc1ccc(CNC(=O)COc2ccc(S(=O)(=O)NC(C)C)cc2)cc1	0	4	-3.0	78	-2	1	-7	-17	-12	98
Cc1ccc(S(=O)(=O)Nc2ccc(NC(=O)CN3CCCCC3)cc2)cc1	0	4	-1.2	112	7	-1	-18	-8	-16	113
Cc1cc(C(F)F)n2nc(C(=O)Nc3sc4c(c3C#N)CCC4)nc2n1	x	6	-2.1	91	-12	1	-10	-31	5	89
CC1CCCC(C)N1c1nnc(N)s1 (stereo not given)	x	5	-0.3	100	2	-1	8	-12	0	101
O=C(NCC1CCCO1)/C(=C\c1ccco1)NC(=O)c1ccccc1 (stereo not given)	1	8	-2.3	83	-6	2	-4	-32	-33	80
N#C/C(=C(/O)COC(=O)Cc1c[nH]c2ccccc12)c1nc2ccccc2[nH]1	-1	17	-3.3	95	21	4	-8	-37	-3	94
CC(=O)Oc1cc2c(cc1Cl)C1(CC(c3ccccc3Cl)O2)CC(C)(C)NC(=S)N1 (stereo not given)	0	9	-2.5	2.0*	4	1	-10	-26	-16	2.0*
CC1CCCN(CCCOc2ccc([N+](=O)[O-])cc2)C1 (stereo not given)	-1	22	-2.1	97	-2	1	x	-39	7	79
CCCCn1c(-c2cc(Cl)ccc2OC)n[nH]c1=S	-1	26	-1.9	83	-1	2	1	-24	4	92
CC1Cc2ccccc2N1C(=O)CSc1nnc(-c2ccc(S(=O)(=O)N3CCOCC3)cc2)n1C (stereo not given)	-9	9	-2.2	89	13	-2	x	-30	1	94
COC(=O)c1cc(C)sc1NC(=O)c1cccnc1	0	17	-0.4	97	-2	5	-8	-20	-12	102
CC(C(=O)Nc1nc2ccccc2[nH]1)N1C(=O)C2CC=CCC2C1=O (stereo not given)	0	36	-1.0	92	22	0	5	-2	-7	87
Cc1ccc(-c2csc3ncnc(SCC(=O)NCc4ccc5c(c4)OCO5)c23)cc1	x	24	-1.7	85	8	4	x	-46	-16	86
Cc1cccc(Nc2nc(-c3ccc4c(c3)OCCO4)cs2)c1	0	5	-0.3	74	9	-1	4	-46	-13	80&68
Cc1c(Cl)c([N+](=O)[O-])nn1CCCC(=O)Nc1cc(Cl)ccc1Cl	-3	19	-1.2	91	6	3	x	2	-2	92
COc1cccc(OCCn2cc(C(=O)c3ccco3)c3ccccc32)c1	1	5	-0.7	84	-14	14	-7	-26	-12	80
CC(Sc1nc(N(C)C)nc(N2CCOCC2)n1)C(=O)Nc1ccccc1 (stereo not given)	-1	3	-1.1	109	7	5	13	-25	-11	95
CCOC(=O)c1[nH]c(C)c(C(=O)N2CCN(c3cccc(Cl)c3)CC2)c1C	-3	16	-2.3	78	5	3	3	-38	-3	73
COc1ccc(NC(=O)Nc2ccc(C(=O)N3CCOCC3)cc2)cc1	1	6	-0.9	92	4	2	0	-43	-8	107
